H9c2 TAG inh: triacylglycerol accumulation inhibition. inhibition, % at 12.5 µM. H9c2 cells, Nile Red lipid (TAG) fluorescence; cells loaded with 200 µM oleic acid. actives 0.66% (n = 230,000);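 active = pattern-corrected inhibition of lipid staining of at least 50% with the nuclear-stain viability signal not falling by more than 50%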;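 note: 0% = DMSO wells and 100% = triacsin C control wells; some results filed as inactive read as strong as hits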
H9c2 TAG inh DAPI viability: also measured in H9c2 TAG inh; calls as there; DAPI nuclei signal change (viability), lower = more cytotoxic, %;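 whole-well DAPI fluorescence read on a plate reader as a viability signal; minus 50 percent equals half of cells still viable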
* marks the source's active call; other numbers are inactive results. Not all compounds are listed, so the mix of outcomes need not match the whole.

#1 CC(C)c1ccc(OCC(=O)Nc2cccc3c2CCCC3)cc1
#2 Cc1ccc2c(c1)c1c(n2CC(O)Cn2ccnc2C)C(=O)CCC1 (stereo not given)
#3 O=S(=O)(c1ccc(NCC2CCCCC2)nc1)N1CCOCC1
#4 S=C(Nc1ccccc1Cl)NC1CCCCCC1
#5 O=C(CSc1ncnc2c1oc1ccccc12)Nc1ccccc1C(F)(F)F
#6 C[C@H]1Cn2cnc(C(=O)N[C@@H](Cc3c[nH]c4ccccc34)C(=O)OC(C)(C)C)c2C(=O)N1
#7 COc1ccc(S(=O)(=O)NC(C)C(=O)N2CCCC2)cc1C (stereo not given)
#8 Cn1cc(CN2CC3C[C@@H]4CC2C[C@H](C3)C4)c(-c2ccc3c(c2)OCCO3)n1

Assay by compound | 1 | 2 | 3 | 4 | 5 | 6 | 7 | 8
H9c2 TAG inh | -5.4 | 14.7 | -18.8 | -22.3 | -29.0 | 6.6 | -5.9 | 6.1
H9c2 TAG inh DAPI viability | -4.0 | 23.5 | 1.1 | 18.8 | -2.6 | -18.5 | 9.0 | -1.3

#9 O=C(COc1ccccc1F)NNC(=O)c1cccc(-n2cccc2)c1
#10 CC(C)(C)[C@H]1C=C(C(=O)N2CCOCC2)O[C@@H](OCc2ccc(CO)cc2)C1
#11 CCOC(=O)N1CCN(C(=O)COC(=O)c2ccccc2NCCO)CC1
#12 O=C(Cn1c(=O)n(CC2CCCO2)c(=O)c2ccccc21)c1ccc(Cl)c(Cl)c1 (stereo not given)
#13 Cc1ccc(NC(=O)N2CCN(c3ncccc3C(F)(F)F)CC2)cc1
#14 O=C(/C(=C/O)N=Nc1ccccc1)c1ccc(Cl)cc1
#15 CC(=O)N(Cc1cccnc1)Cc1cc2ccc(C)cc2[nH]c1=O
#16 Cc1cc(Br)ccc1NC(=O)CN(C)C(=O)CSCc1ccccc1

Assay by compound | 9 | 10 | 11 | 12 | 13 | 14 | 15 | 16
H9c2 TAG inh | -4.1 | 9.9 | -9.7 | 6.5 | -2.8 | 23.3 | 9.1 | -8.3
H9c2 TAG inh DAPI viability | 3.5 | -4.0 | 0.4 | -3.9 | -5.2 | -12.2 | -3.6 | 3.6

#17 CCC(NC(=S)NC1CCCCC1)c1ccc(C(C)C)cc1 (stereo not given)
#18 CN(Cc1cccc2cnccc12)C(=O)c1cc(COc2ccc(F)cc2F)on1
#19 COc1cccc(NC(=S)NC2CC3CCCC(C2)N3CC(C)C)c1 (stereo not given)
#20 O=C(c1ccc(F)cc1)N1CCN(S(=O)(=O)c2ccc3c(c2)OCCO3)CC1
#21 O=S(=O)(NN1CCOCC1)c1ccc(Br)s1
#22 COc1ccc(-n2c(SCC(=O)Nc3cc(C)on3)nc3ccccc3c2=O)cc1Cl
#23 COc1cccc(N2CCN(C(=O)c3cc4c(s3)CCCCC4)CC2)c1
#24 Fc1ccccc1NC(=S)NNc1ncc(C(F)(F)F)cc1Cl

Assay by compound | 17 | 18 | 19 | 20 | 21 | 22 | 23 | 24
H9c2 TAG inh | 2.2 | -15.4 | -2.5 | -3.5 | 4.2 | -5.8 | -65.8 | -10.1
H9c2 TAG inh DAPI viability | 0.9 | -2.1 | 11.1 | 6.9 | 6.7 | -4.2 | -2.3 | -2.5

#25 O=S(=O)(c1cccs1)N1CN(Cc2ccco2)c2nc3ccccc3nc21
#26 COc1ccc(Cc2nc(-c3cccc(C)c3)no2)cc1
#27 O=C(N/N=C(\CC(=O)c1cccs1)C(F)(F)F)c1ccncc1
#28 CC1CCCCC12NC(=O)N(CC(=O)Nc1ccc3c(c1)OCCCO3)C2=O (stereo not given)
#29 O=C(COC(=O)c1cc(Cl)ccc1O)NCC1CCCO1 (stereo not given)
#30 Oc1oc(-c2ccccc2Br)nc1C=Nc1ccc(Br)cn1
#31 C[C@@H]1CN([C@@H](C)CO)C(=O)CCCn2nncc2CO[C@H]1CN(C)C(=O)CCC(F)(F)F
#32 CSc1cccc(NC(=O)c2cc(S(=O)(=O)N3CCCC3)cn2C)c1

Assay by compound | 25 | 26 | 27 | 28 | 29 | 30 | 31 | 32
H9c2 TAG inh | 9.9 | -19.5 | 10.4 | -1.4 | 6.9 | -11.8 | -7.7 | 12.3
H9c2 TAG inh DAPI viability | 2.0 | -6.6 | -3.8 | 1.0 | -3.9 | 8.8 | -0.6 | -0.2

#33 COc1ccc(NC(=O)CCS(=O)(=O)c2cc3c(cc2C)NC(=O)CO3)cc1
#34 CCOc1ccc(N(CC(=O)Nc2cccc(OC)c2)S(=O)(=O)c2c(C)noc2C)cc1
#35 O=C(c1ccco1)N1CCN(c2nc(-c3ccc(F)cc3)cs2)CC1
#36 O=C1CC(N2CCN(C/C=C/c3ccccc3)CC2)C(=O)N1Cc1cccs1 (stereo not given)
#37 CCN(C(=O)c1cc(Cl)ccc1OC)c1ccccc1
#38 COc1cccc(CNC(=O)COC(=O)c2cc(Br)c(Br)s2)c1
#39 Cc1oc(-c2ccccc2)nc1CS(=O)CC(=O)NC1CCCC1 (stereo not given)
#40 CN(C)S(=O)(=O)c1ccc(Cl)c(C(=O)NNC(=O)Cc2nc3ccccc3n2C)c1

Assay by compound | 33 | 34 | 35 | 36 | 37 | 38 | 39 | 40
H9c2 TAG inh | 7.5 | -8.0 | -9.0 | -17.9 | -17.0 | -8.2 | 13.1 | 11.5
H9c2 TAG inh DAPI viability | -7.0 | 4.6 | 3.1 | 10.5 | 8.9 | 5.9 | 3.6 | 5.1

#41 O=C(NCc1ccco1)C1CCN(S(=O)(=O)c2ccccc2C(F)(F)F)CC1
#42 CCC(=O)N(Cc1ccco1)Cc1cc2cccc(C)c2n2nnnc12
#43 C[C@H](CO)N1C[C@H](C)[C@@H](CN(C)Cc2ccc(-c3ccccc3)cc2)Oc2ncc(C#C[C@@H](C)O)cc2C1=O
#44 CCOc1ccccc1CNc1ccc(O)cc1
#45 Cc1ccn(C(=O)c2ccc(NC(=O)C3CCCCC3)cc2)n1
#46 CN(C)S(=O)(=O)N1CCN(CC(=O)Nc2ccc(Br)cc2)CC1
#47 CCCCNC(=O)NNC(=O)c1ccoc1C
#48 O=c1[nH]cnc2c1sc1nc3c(c(-c4ccc(Cl)cc4)c12)CCC3

Assay by compound | 41 | 42 | 43 | 44 | 45 | 46 | 47 | 48
H9c2 TAG inh | -5.4 | 8.9 | 40.0 | -15.7 | 7.5 | -13.7 | 7.5 | -13.1
H9c2 TAG inh DAPI viability | -3.0 | -7.7 | 4.3 | 0.3 | -2.5 | 77.8 | 7.0 | 11.5

#49 COc1ccccc1CNC(=O)CSc1ncc(C(=O)Nc2ccccc2)c(=O)n1C
#50 COc1ccc(NC(=O)Cn2c(=O)n(CC(=O)NCc3ccco3)c(=O)c3ccccc32)cc1
#51 CSc1nc(N)nc(-c2cccs2)c1C#N
#52 C[C@@H]1CN([C@@H](C)CO)C(=O)CCCn2nncc2CO[C@@H]1CN(C)S(=O)(=O)c1ccccc1C#N
#53 O=C(CN1C(=O)NC2(CCSC2)C1=O)N1CCN(c2ccc(F)cc2)CC1 (stereo not given)
#54 O=C(COC(=O)c1cc([N+](=O)[O-])ccc1N1CCOCC1)Nc1ccccc1OC(F)F
#55 Cc1ccc(C)c(-c2nnc(OCC(=O)Nc3cc(C)on3)c3ccccc23)c1
#56 Cc1nnsc1NC(=O)OCc1ccc(C(C)(C)C)cc1

Assay by compound | 49 | 50 | 51 | 52 | 53 | 54 | 55 | 56
H9c2 TAG inh | 16.4 | 2.5 | 3.6 | -9.2 | -4.4 | 3.1 | 19.1 | -9.4
H9c2 TAG inh DAPI viability | -3.5 | -2.5 | 1.7 | -0.4 | 5.4 | -5.6 | -2.4 | -15.6

#57 O=C1C2=C(C(c3ccccc3)=NCCN2)C(c2cccc([N+](=O)[O-])c2)N1c1ccccc1 (stereo not given)
#58 Cn1cc(S(=O)(=O)Nc2ccc(Oc3ccccc3)cc2)c(=O)n(C)c1=O
#59 CCOc1ccccc1NC(=O)C1CCCN(S(=O)(=O)c2cccc3nsnc23)C1 (stereo not given)
#60 C=CCN(C(=O)OC(C)(C)C)S(=O)(=O)NCc1ccccc1
#61 Cc1ccc(S(=O)(=O)N2CCN(c3nccnc3C#N)CC2)cc1
#62 COc1ccc(C(=O)Nc2ccc(Cl)cc2C(=O)N2CCCC(C)C2)cc1 (stereo not given)
#63 CC(C)c1ccc(C(=O)NCCCN2CCOCC2)cc1
#64 O=S(=O)(c1cccc(Cl)c1)N1CCSc2ccccc21

Assay by compound | 57 | 58 | 59 | 60 | 61 | 62 | 63 | 64
H9c2 TAG inh | 6.9 | 5.2 | 9.1 | -10.5 | -5.2 | -7.8 | -4.3 | 9.3
H9c2 TAG inh DAPI viability | 8.2 | 9.7 | -11.5 | 2.6 | -6.8 | 4.6 | 9.7 | 2.6

Source: PubChem BioAssay
